Compound activity as filed in PubChem.
EWS-Fli inh: blocks EWS/Fli oncoprotein-driven transcription | A673 NR0B1-luciferase reporter, viability-normalised | inhibition, % at 12.6 µM | 0.67% of 350,000 active | AID 651661;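 active = mean inhibition of at least 50% after viability correction, with every replicate also passing that limit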;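 also: firefly luciferase signal divided by Alamar Blue viability fluorescence both relative to DMSO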
PAX8 reporter: lowers PAX8-driven luciferase in RMG-I cells | AID 652154 | inhibition, % at 12.6 µM | RMG-I TPO-luciferase reporter, SteadyGlo, 24 h | 1.2% of 360,000 active;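 active = mean replicate inhibition at least 60% with every replicate also reaching 60%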;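 also: luciferase light reporting Pax8 driven TPO promoter activity; plate controls were median of neutral control wells for no effect and mitoxantrone controls for full effect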
ARNT TACC3 PPI: disrupts binding between human ARNT and TACC3; inhibition, % at 9.99 µM; Q9Y6A5; 0.66% of 390,000 active; AID 623870; AlphaScreen His-ARNT PAS-B/GST-TACC3 binding, luminescence; TACC3 fragment carries E629A point mutation;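 active = mean inhibition of replicates at least 50% and at least half of replicates each reaching 50%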;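 also: 0% = complete ARNT plus TACC3 wells and 100% = ARNT alone without TACC3; many hits fall short of the cut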
DENV2 CPE rescue: protects cells from dengue virus 2 cytopathic effect; DENV2-infected cells, cytopathic effect rescue, plate reader; AID 651640; 1.7% of 350,000 active; CPE inhibition, % at 9.99 µM; in the data active = CPE inhibition above about 20%, passing the limit was not always enough; tested in BHK-21 cells;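 also: 0% = median of neutral control wells and 100% = median of positive control wells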
SIRT5 inh: inhibitors of human sirtuin-5 desuccinylase. Q9NXA8. Purified SirT5, succinyl-peptide AMC, trypsin-coupled fluorescence. inhibition, % at 15 µM. 1.1% of 330,000 active. AID 652115; in the data active = inhibition above about 15%
Target sequence (Q9NXA8 whole entry, looked up): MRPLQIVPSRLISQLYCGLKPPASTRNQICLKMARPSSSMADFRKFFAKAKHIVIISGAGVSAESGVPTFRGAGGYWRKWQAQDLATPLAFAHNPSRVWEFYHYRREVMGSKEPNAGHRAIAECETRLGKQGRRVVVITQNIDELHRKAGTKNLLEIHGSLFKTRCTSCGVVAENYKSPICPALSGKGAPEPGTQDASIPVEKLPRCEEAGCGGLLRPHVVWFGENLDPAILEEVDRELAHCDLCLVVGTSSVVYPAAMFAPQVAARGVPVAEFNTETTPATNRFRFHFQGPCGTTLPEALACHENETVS
LGR2 inh: inhibitors of bursicon-induced Drosophila LGR2 receptor cAMP signaling; inhibition, % at 9.99 µM; AID 720647; 0.35% of 380,000 active; HEK293 LGR2, CRE-luciferase, bursicon-stimulated, 4 h;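 active = drop in luminescence signal, shown as inhibition above about 50% in the replicate tests, limit read from the data, passing the limit was not always enough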;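 also: agonist challenge used bursicon conditioned medium at about half maximal strength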
Casp6 inh: inhibitors of human caspase-6 | P55212 | purified caspase-6, Z-VEID-R110 cleavage fluorescence | inhibition, % at 12.5 µM | 0.53% of 350,000 active | AID 686996;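 active = mean inhibition across replicates at least about 35%, with every replicate also reaching that limit, limit read from the data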;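 also: 0% = median of neutral control wells and 100% = no fluorescence left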
Target sequence (P55212 24-179 limits assumed): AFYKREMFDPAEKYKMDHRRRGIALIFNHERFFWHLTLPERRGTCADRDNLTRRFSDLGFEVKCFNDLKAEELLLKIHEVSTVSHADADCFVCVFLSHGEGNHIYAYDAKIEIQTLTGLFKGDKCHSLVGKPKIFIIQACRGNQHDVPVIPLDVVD
Target sequence (P55212 194-293 limits assumed): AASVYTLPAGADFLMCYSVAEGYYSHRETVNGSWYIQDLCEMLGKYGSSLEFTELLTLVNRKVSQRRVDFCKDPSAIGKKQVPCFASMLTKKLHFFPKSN
* = called active by the depositor; . = not tested or not shown.

Below each compound – EWS-Fli inh, PAX8 reporter, ARNT TACC3 PPI, DENV2 CPE rescue, SIRT5 inh, LGR2 inh, Casp6 inh
COc1ccc(OC)c(CNC(=O)C2CCN(S(=O)(=O)N3CCC(C)CC3)CC2)c1
→ ., 2, -3, -5, -3, 2, 0
CC(C)(C)c1ccc(C(=O)NCc2nnc(SCC(=O)N3CCCc4ccccc43)n2-c2ccccc2)cc1
→ 5, 1, -53, 7, -1, 9, 0
Cc1c(Cl)cccc1NC(=O)Nn1cnnc1
→ 1, -3, ., 3, -3, 14, 0
O=C(Nc1ccc(Cl)cc1)c1ccc2sc([C@@H]3O[C@H](CO)[C@@H](O)[C@H]3O)nc2c1
→ -124, -93, ., -10, ., -42, 1
O=C(OCc1cn([C@H]2CN(CC3CCCCC3)[C@@H](c3ccc(Cl)cc3)C[C@@H]2O)nn1)c1ccccc1
→ 10, -21, ., 6, ., -10, -5
COc1ccc(NC(=O)CN2CCN(CC(=O)Nc3ccc(F)cc3)CC2)cc1Cl
→ 3, 14, -1, 13, 3, 5, -3
COCCCNC1CS(=O)(=O)CC1O (stereo not given)
→ 0, -2, -11, 3, -3, 14, -1
Cc1ccc(NC(=S)N(Cc2cccs2)Cc2cc3cccc(C)c3[nH]c2=O)cc1
→ ., 5, -6, ., ., 16, .
COc1ccc(-c2cc3cc(C(=O)O)ccn3c2C(=O)c2ccccc2)cc1
→ 6, 3, -6, -1, 2, ., 0
CCN(CC)CCCNC(=O)c1cn(CC)c2ccc(S(=O)(=O)N(C)C3CCCCC3)cc2c1=O
→ 9, -5, 4, 8, -4, -6, -2
CCCN1CCN(C(=O)c2oc3ccccc3c2NC(=O)C2CC2)CC1
→ ., -2, -6, 16, 0, -12, 1
NS(=O)(=O)c1ccc(NC(=O)c2ccc3c(c2)CCCC3)cc1
→ ., -22, -4, -6, 1, 12, 0
COc1ccc(Br)cc1CNC(=O)CCNC(=O)Cn1ccc2ccccc2c1=O
→ 3, 9, 6, ., -3, 2, -1
C[C@@H]1CN([C@H](C)CO)C(=O)c2cc(NC(=O)Cc3ccccc3)ccc2O[C@@H]1CN(C)Cc1ccncc1
→ 6, 4, 17, 12, 0, -11, 0
NC(=O)COc1ccc(-c2noc(COc3ccccc3[N+](=O)[O-])n2)cc1
→ -14, -6, 0, 1, -3, -17, 1
Cc1ccc(C)c(-c2[nH]ncc2CN2CCCC(CO)(Cc3ccccc3C)C2)c1 (stereo not given)
→ 8, 16, 5, 0, -2, 3, 4
C[C@@H]1CN([C@H](C)CO)S(=O)(=O)c2ccc(-c3ccc(F)cc3)cc2O[C@@H]1CN(C)S(C)(=O)=O
→ 12, 47, 2, -8, 0, 8, -2
COc1ccc(NC(=O)N(C)C[C@@H]2Oc3c(NC(=O)c4nc5ccccc5s4)cccc3C(=O)N([C@H](C)CO)C[C@H]2C)cc1
→ -5, ., -3, 12, -13, -2, 0
O=C(Cc1ccc([N+](=O)[O-])cc1)NCc1ccccn1
→ 11, -8, 2, -9, -4, -39, -1
C[C@@H](NC(=O)[C@@H]1[C@@H](CO)[C@@H]2Cn3c(ccc(C4=CCCC4)c3=O)[C@H]1N2C(=O)C1CC1)c1ccccc1
→ 4, -14, ., -2, -23, 7, 1
CC(=O)N1CC[C@@H]2[C@H]1c1cc(-c3ccc(C#N)cc3)ccc1N(C)[C@H]2CO
→ 1, 6, -28, -5, -10, -3, -4
CN(C)c1ncnc2c1ncn2-c1ccccc1
→ -58, -100, -6, -3, -4, 24, -1
O=C(NNC(=O)C1CC1)c1cc2cc3ccccc3nc2s1
→ -10, -5, 3, 1, 1, -2, 3
O=C(CC1CC1)N1CC2(C1)[C@H](c1ccccc1)[C@@H](CO)N2Cc1ccccn1
→ 3, -4, ., -7, -12, -13, 1
CC(C)C[C@H]1C(=O)N2CCC[C@H]2[C@]2(O)O[C@](NC(=O)[C@@H]3C=C4c5cccc6[nH]c(Br)c(c56)CC4N(C)C3)(C(C)C)C(=O)N12 (stereo not given in full)
→ 13, 10, 4, -2, 3, 3, 4
O=C(NCCCN1CCC(Cc2ccccc2)CC1)C1CCN(S(=O)(=O)N2CCC3(CC2)OCCO3)CC1
→ -6, 2, -1, -3, 0, 20, -9
O=C(Nc1nnc(SCc2ccccc2F)s1)C1=COCCO1
→ -39, -153, ., -4, -3, -29, 11
COc1ccc(S(=O)(=O)Nc2nc3ccccc3nc2NCC2CCCO2)cc1 (stereo not given)
→ 8, 12, 7, 4, -7, -2, 7
O=C(COC(=O)c1cccnc1Cl)NC(=O)NC1CCCCC1
→ -12, 7, 1, -6, 3, -11, 0
O=C(NCCc1ccccc1)C(=O)NCC1OCCN1S(=O)(=O)c1cc(F)ccc1F (stereo not given)
→ 7, -11, -1, 3, 2, 21, -1
O=C1NC(CCc2ccccc2)C(=O)N1Cc1ccccc1Cl (stereo not given)
→ ., 1, 3, ., ., -17, .
O=C(Nc1ccc(Cl)cc1)Nc1nnc(Cc2ccc([N+](=O)[O-])cc2)s1
→ 9, 9, -2, -1, 0, 1, 2
Cc1ccc2oc(C(=O)N3CCN(c4cccc(C)n4)CC3)c(C)c2c1
→ -38, -14, 0, -5, -1, -14, 1
COc1ccc(CC(N)c2csc(NC(=O)c3cccc(OC(F)(F)F)c3)n2)cc1 (stereo not given)
→ 21, 4, ., 13, -5, -4, -2
O=C1CC(c2ccccc2)CC(=NCCO)/C1=C(\O)CCCN1C(=O)c2ccccc2C1=O (stereo not given)
→ 1, 23, -3, 0, -3, -3, 4
CCN(C(=O)COC(=O)c1cccnc1Nc1ccccc1F)C1CCS(=O)(=O)C1 (stereo not given)
→ ., -13, 1, ., ., -18, .
C[C@@H]1CN([C@H](C)CO)C(=O)c2cc(NC(=O)c3ccncc3)ccc2O[C@@H]1CN(C)Cc1ccc(Oc2ccccc2)cc1
→ 7, 9, 0, -6, 11, 1, -2
COc1cccc(NC(=O)N2CCCC2C(=O)NC23CC4CC(CC(C4)C2)C3)c1 (stereo not given)
→ -4, -14, 5, 5, -10, 0, -1
COc1ccc2c3c(n(C)c2c1)[C@@H](CO)N(Cc1nccs1)CC31CN(C(=O)CN(C)C)C1
→ -10, -1, ., 7, 4, 2, 0
O=C(NN1C(=O)C2C3C=CC(C3)C2C1=O)c1cccc(Cl)c1 (stereo not given)
→ ., 1, -11, ., ., -5, .
O=C(/C=C/Nc1ccc(F)cc1Br)c1ccccc1
→ ., 14, -3, ., ., 94*, .
CCCC(=O)N1CC2(CN(Cc3cccnc3)C2)c2c([nH]c3cc(OC)ccc23)[C@@H]1CO
→ 8, 13, ., -2, -3, 4, -7
COCC(=O)Nc1cccc(-c2ccc3nncn3n2)c1
→ 7, 0, -1, -2, -2, 4, -1
CCCCc1ccc(NC(=O)COC(=O)c2ccc3ncsc3c2)cc1
→ 7, -29, ., -9, -4, -4, 0
CC=CC1OCC(CC)C(CCC)O1 (stereo not given)
→ -15, 3, ., -9, 4, 14, 0
CN(C)CCCNC(=O)C[C@H]1C=C[C@@H](NS(=O)(=O)c2ccc(F)cc2)[C@H](CO)O1
→ 3, -11, -21, 0, 5, 14, 2
C[C@@H]1CN([C@H](C)CO)C(=O)c2cccc(NC(=O)c3cnccn3)c2O[C@H]1CN(C)Cc1ccc(-c2ccccc2)cc1
→ -6, 12, 5, -3, 5, -20, 1
CCCCN(C(=O)c1ccc([N+](=O)[O-])s1)c1c(N)n(CCCC)c(=O)[nH]c1=O
→ 5, 1, -5, 8, 0, 3, 3
CCOC(=O)C1=C(COC(=O)CNS(=O)(=O)c2ccc(C)cc2)NC(=O)NC1C (stereo not given)
→ 4, 1, 1, 3, -2, -2, -1
COc1ccc(CN(C)C[C@H]2Oc3ccc(NC(=O)Nc4cccc5ccccc45)cc3CC(=O)N([C@H](C)CO)C[C@H]2C)cc1
→ 1, 9, -6, -5, 2, -4, 3
CCC(=O)N1CC[C@H]2[C@H](CO)Nc3ccc(-c4ccccc4)cc3[C@H]21
→ -7, -17, 17, 7, -1, -14, 1
CC(C)C[C@H](NC(=O)c1[nH]cnc1C(=O)N[C@@H](Cc1ccccc1)C(=O)OC(C)(C)C)C(=O)OCc1ccccc1
→ 20, 49, -29, -5, 0, 1, 5
CC(O)CNC1c2ccccc2CC1O (stereo not given)
→ 4, 16, -5, 63*, ., 1, 2
CC(C)NC(=O)N(C)C[C@H]1Oc2cc(C3=CCCC3)ccc2S(=O)(=O)N([C@H](C)CO)C[C@@H]1C
→ -18, ., 16, -4, 2, 8, 1
O=C(C[C@H]1CC[C@H]2[C@@H](COC[C@@H](O)CN2Cc2ccc(Cl)cc2)O1)NCc1ccccc1Cl
→ -16, -17, 4, -9, 2, -9, 1
COC(=O)N/N=C/c1cn(Cc2ccccc2Cl)c2ccccc12
→ -6, 14, -6, -1, 0, 6, 2
Cc1c(NC(=S)NC(=O)c2ccco2)c(=O)n(-c2ccccc2)n1C
→ ., 0, 2, ., ., -6, .
CC(C)NC(=O)Nc1ccc2c(c1)C(=O)N([C@@H](C)CO)C[C@H](C)[C@H](CN(C)S(=O)(=O)c1ccc(F)cc1)OCCCC[C@H](C)O2
→ 11, 0, -4, -3, -2, 11, -2
O=C(NCc1cccnc1)C(=O)N/N=C/c1ccc([N+](=O)[O-])cc1
→ 1, -10, ., 4, 0, 2, -4
C[C@@H]1CN([C@@H](C)CO)C(=O)c2cc(NC(=O)Nc3ccc4c(c3)OCO4)ccc2O[C@H]1CN(C)C(=O)Nc1ccc2c(c1)OCO2
→ -7, -13, 6, -8, 2, -6, 7

Part of the list above, as comma-separated lines:
molecule,EWS-Fli inh,PAX8 reporter,ARNT TACC3 PPI,DENV2 CPE rescue,SIRT5 inh,LGR2 inh,Casp6 inh
CCCCN(C(=O)c1ccc([N+](=O)[O-])s1)c1c(N)n(CCCC)c(=O)[nH]c1=O,5,1,-5,8,0,3,3
CCOC(=O)C1=C(COC(=O)CNS(=O)(=O)c2ccc(C)cc2)NC(=O)NC1C (stereo not given),4,1,1,3,-2,-2,-1

Following part
Below each compound – EWS-Fli inh, PAX8 reporter, ARNT TACC3 PPI, DENV2 CPE rescue, SIRT5 inh, LGR2 inh, Casp6 inh
COc1ccc(C#Cc2ccc([C@H]3[C@H]4CN(C(=O)Nc5ccccc5F)CCCCN4[C@H]3CO)cc2)cc1
→ -7, -25, 3, -24, 6, 1, -2
COc1ccc2c3c(n(C)c2c1)[C@H](CO)N(C(=O)Cc1ccccn1)CC31CN(CC2CC2)C1
→ -5, -15, ., 5, ., 0, -6
COc1ccccc1CNC(=O)C[C@@H]1C[C@H]2c3cc(NC(=O)NC4CCCC4)ccc3O[C@H]2[C@H](CO)O1
→ 9, 5, 14, -3, 5, -13, -1
COc1ccc2c3c([nH]c2c1)[C@@H](CO)N(C(=O)CC1CC1)CC31CCN(Cc2cccnc2)CC1
→ -7, ., ., 11, -2, -4, 0
COC(=O)c1cc(Cl)ccc1NCC(N)c1ccccc1 (stereo not given)
→ -11, -4, ., -8, ., 8, -1
C[C@H](CO)N1C[C@H](C)[C@@H](CN(C)Cc2ccccc2)Oc2c(NC(=O)c3ccc(-c4nccs4)cc3)cccc2C1=O
→ -4, ., 6, -1, 5, 1, .
CCc1ccccc1NC(=O)c1ccc(NS(C)(=O)=O)cc1
→ 1, -7, -12, 4, -4, 27, -2
CN(CC(=O)Nc1ccc(N2CCOCC2)cc1)C(=O)CCNC(=O)c1ccc(Br)cc1
→ -2, 5, -3, 4, -2, 6, 1
COCCCn1c(C)cc(C(=O)COC(=O)C23CC4CC(CC(O)(C4)C2)C3)c1C
→ -5, ., 0, -2, 0, -34, 3
CCC(=O)Nc1ccccc1N1CCN(S(C)(=O)=O)CC1
→ ., ., -6, ., -2, 20, 0
CC(C)NC(=O)Nc1ccc2c(c1)C(=O)N([C@H](C)CO)C[C@H](C)[C@@H](CN(C)Cc1ccc3c(c1)OCO3)O2
→ -13, -9, -7, 15, 0, -4, 2
CN1C(=O)c2cc(NC(=O)C3CCC3)ccc2OC[C@@H]2O[C@H](CC(=O)NCc3ccccc3F)CC[C@H]21
→ -5, -44, ., 4, 3, 18, 1
CS(=O)(=O)N1[C@@H]2Cn3c(cccc3=O)[C@H]1[C@@H](C(=O)NCc1ccccc1)[C@@H]2CO
→ -6, ., -3, 9, 2, -10, -2
O=C(C[C@H]1C[C@H]2c3cc(NC(=O)c4cccnc4)ccc3O[C@H]2[C@H](CO)O1)NCc1cccc(F)c1
→ -9, -3, 2, 3, 0, -9, -2
Cc1cc(O)cc(O[C@H]2OC(CO)[C@H](O)[C@@H](O)[C@H]2O)c1 (stereo not given in full)
→ -2, -3, -9, 4, -5, -2, -1
COC(=O)C1C(=O)C(C(=O)/C=C/c2ccccc2)C(=O)CC1(C)C (stereo not given)
→ 16, 8, ., 4, 0, 8, 0
